Peg3 promoter: Peg3 promoter-driven luciferase inhibitors, primary screen, cell-based, HeLa, luciferase luminescence | HeLa PEG-Prom luciferase reporter, overnight | inhibition, % at 20 µM | actives 1.7% (n = 360,000) | AID 588405, 2011;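 active means inhibition of at least 50% at 20 µM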
PDI inh: inhibitors of human PDI, primary screen, biochemical, turbidity, single point, plate reader; AID 588391, 2011; Protein disulfide-isomerase (Homo sapiens), P07237; PDI insulin aggregation turbidity, A650, 90 min; inhibition, % at 10 µM; actives 0.052% (n = 350,000);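 active means mean inhibition across replicates of 30% or more, whatever share of single replicates reach that level; inconclusive means mean inhibition below 30% while every single replicate reaches 30%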;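 further: absorbance from insulin aggregation driven by PDI reduction with DTT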
CaV13 ICDI inh: Disruptors of the CACNA1D IQ motif to Ca2+-dependent inactivation inhibitor domain association, primary screening, Förster resonance energy transfer in intact living …. HEK cells, CFP/YFP FRET ICDI-IQ, plate reader, 10 min; percent FRET-ratio fall versus neutral wells. inhibition, % at 12.3 µM. actives 0.098% (n = 340,000);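 active means mean replicate inhibition of at least 30% and at least 1% of replicates passing that level; inconclusive means only one of the two criteria is met; inactive means neither criterion is met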;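 further: 0% = median of the neutral control wells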
iPSC survival up: enhancers of single-cell hiPSC survival, primary screen, ATPlite luminescence; 100% = ROCK inhibitor wells, 0% = DMSO; survival enhancement, % at 20 µM; actives 0.044% (n = 360,000); in the data active means survival enhancement above about 18%;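 further: cells exposed to compounds for 16 hours before the ATP read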
Cardio protect: cardioprotection against H2O2-induced cell death, primary screen, uHTS, H9c2 cells, ATPLite luminescence. protection from H2O2 cell death, % at 20 µM. actives 0.63% (n = 360,000). H9c2 cardiomyocytes, H2O2 injury protection, 2 h;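 active means compounds giving at least 50% protection of heart cells from peroxide-induced death in the single-dose screen, raw or plate-pattern-corrected value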;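 further: 0% = DMSO wells with peroxide and 100% = DMSO wells without peroxide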
TRPM1 prom inh: inhibitors of MITF-dependent TRPM1 promoter reporter, primary screen, cell-based, SK-MEL-5, single point, luciferase. SK-MEL-5 TRPM1 promoter luciferase, 24 h. inhibition, % at 12.5 µM. actives 0.83% (n = 330,000);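 active means mean inhibition across replicates of 60% or more, whatever share of single replicates reaches that level; inconclusive means some that reach 60%, reason not given; inactive means mean inhibition across replicates below 60%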; further: values of inactives mirror those of a sister screen read the other way
NR2E3 ag-1: NR2E3 agonists in two-hybrid cells, primary screen, cell-based, luminescence, CHO-S, Gal4-NCOR/VP16-NR2E3; AID 602229, 2012; inhibition of corepressor binding, % at 3.98 µM; actives 0.35% (n = 360,000); luciferase;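 active means inhibition above the mean of all tested compounds plus 3 SD, cut at about 70% in these data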;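 further: 0% = DMSO with NR2E3 transfected cells and 100% = cells lacking NR2E3 construct; higher means lower luciferase signal from less NR2E3 corepressor binding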
Target sequence (Q9Y5X4 whole entry, looked up, the tested form may be a part): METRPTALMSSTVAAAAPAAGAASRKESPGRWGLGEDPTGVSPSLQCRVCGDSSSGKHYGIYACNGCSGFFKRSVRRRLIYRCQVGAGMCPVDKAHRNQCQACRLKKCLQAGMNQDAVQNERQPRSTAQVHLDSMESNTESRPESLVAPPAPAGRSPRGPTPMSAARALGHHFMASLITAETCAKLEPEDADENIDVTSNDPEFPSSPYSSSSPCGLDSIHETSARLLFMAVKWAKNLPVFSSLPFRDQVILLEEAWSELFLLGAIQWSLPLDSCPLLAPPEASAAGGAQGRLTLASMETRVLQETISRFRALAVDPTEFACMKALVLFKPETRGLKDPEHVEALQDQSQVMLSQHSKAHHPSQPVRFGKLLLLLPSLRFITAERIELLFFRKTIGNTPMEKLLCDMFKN
HIF-2a block: HIF-2a reporter inhibitors, primary screen, luminescence, 786-0 RCC cells | actives 0.72% (n = 360,000) | inhibition, % at 18.8 µM | 786-0 RCC cells HIF-2a reporter, luciferase luminescence, overnight;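 active means inhibition of the luminescence signal of 40% or more relative to plate controls, in a single-dose primary screen at 18.75 µM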
NR2E3 ag-2: inhibitors of NR2E3-RetCOR corepressor binding, primary screen, NR2E3 agonist project, biochemical, TR-FRET, GST-NR2E3, biotin-RetCOR. 1536-well. inhibition of corepressor binding, % at 4.78 µM. actives 0.12% (n = 320,000). AID 2300, 2010;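 active means percent inhibition above the cutoff of mean plus 3 SD of all tested compounds, set per screening campaign, cut at about 20% in these data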;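 further: 0% = DMSO wells and 100% = biotin wells as full block of FRET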
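Assay system: NR2E3–RetCOR corepressor complex. Quantity: 1.35 nM GST-NR2E3. Buffer or medium: pH 7.5 Tris-based buffer. Reagent: biotinylated RetCOR corepressor at 7 nM final. Schedule: 5 h at 4 °C. Detection: TR-FRET, emission read at 617 and 671 nm. Replicates: one well per compound, singlicate testing.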
HTR2A ag: mouse Htr2a agonists via beta-arrestin recruitment, primary screen, cell-based, luminescence; 5-hydroxytryptamine receptor 2A (Mus musculus), P35363; activation, % at 7.6 µM; actives 0.66% (n = 360,000); CHO-K1 mHTR2A beta-arrestin complementation; percent of 30 µM serotonin response; AID 624169, 2012;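 active means activation above a run cutoff, the mean activation of all tested compounds plus 3 SD, cut at about 14% in these data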;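 further: 0% = plate median of compound wells and 100% = 30 µM serotonin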
Target sequence (P35363 whole entry, looked up): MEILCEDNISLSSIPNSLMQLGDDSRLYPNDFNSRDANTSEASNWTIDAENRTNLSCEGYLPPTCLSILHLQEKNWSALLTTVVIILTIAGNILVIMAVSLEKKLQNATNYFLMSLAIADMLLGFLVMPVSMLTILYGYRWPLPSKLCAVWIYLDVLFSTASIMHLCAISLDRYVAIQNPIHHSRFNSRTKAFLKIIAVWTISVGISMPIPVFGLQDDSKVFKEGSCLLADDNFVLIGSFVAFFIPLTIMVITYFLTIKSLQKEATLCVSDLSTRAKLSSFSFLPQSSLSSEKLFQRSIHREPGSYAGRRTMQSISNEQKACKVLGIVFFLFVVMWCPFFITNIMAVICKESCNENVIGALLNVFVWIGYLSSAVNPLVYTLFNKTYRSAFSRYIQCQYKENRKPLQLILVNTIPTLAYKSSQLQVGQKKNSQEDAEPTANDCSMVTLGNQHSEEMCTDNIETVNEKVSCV
Shn3 inh set2: reduction of Shn3 3'UTR firefly luciferase signal, primary screen, Schnurri-3 inhibitor project, cell-based, Clone20 osteoblasts, set 2. Clone20 osteoblast Shn3 3'UTR firefly luciferase, 24 h. inhibition, % at 12.5 µM. actives 0.52% (n = 360,000). AID 588674, 2011;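 active means mean inhibition of at least 75% with every replicate also reaching 75%; inconclusive means mean inhibition at least 75% but some replicate below; inactive means mean inhibition below 75%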;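 further: 0% = median of neutral control wells and 100% = pilot-screen positive control compound; some compounds past the cut are filed as inactive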
* hit, by the source's call; u = inconclusive; x = not tested or not shown.

The line under a structure holds: HTR2A ag, PDI inh, iPSC survival up, Cardio protect, Shn3 inh set2, NR2E3 ag-1, Peg3 promoter, HIF-2a block, TRPM1 prom inh, NR2E3 ag-2, CaV13 ICDI inh
CCOc1ccc(CNC(=O)CCn2c(=O)oc3ccccc32)cc1OC
    3, 3, -1.9, 4, -7, -18, 15, 11, 1, 1, -5
CC(CN1CCN(C)CC1)OC(=O)c1ccccc1 (stereo unspecified)
    -7, 4, -2.3, 0, 4, -4, 3, -6, 3, 1, -5
CSc1nc(-c2ccccc2)nc(N2CCOCC2)c1C(C)=O
    -1, -4, -0.5, 2, -18, 14, 19, 17, 1, 0, 4
Cc1ccc(C)c(S(=O)(=O)N2CCN(C(=O)CSc3ccccc3F)CC2)c1
    -4, 2, 1.0, 4, -6, 12, 13, 14, 10, -1, -6
O=C(O)c1ccc(-c2noc(-c3cccc(C(F)(F)F)c3)n2)cc1
    -2, -2, 5.2, 0, -72, -43, -226, -134, -83, -1, -4
CC(C)C[C@H](NC(=O)OC(C)(C)C)c1nnc(SCC(=O)Nc2ccc(Br)cc2)o1
    3, 2, -3.4, -13, -29, 6, 9, 5, 8, 4, -4
CCCS(=O)(=O)NC(=O)C1(C)CCCN(C(=O)c2ccncc2)C1 (stereo unspecified)
    5, 7, -1.4, -2, -10, -3, 2, 11, x, x, -6
S=C(c1ccc(Cl)cc1)N1CCN(Cc2ccccc2)CC1
    -4, -1, 2.3, -13, 11, -3, 0, 21, 5, -2, 4
OC(c1cccnc1)c1nc(-c2ccc3c(c2)OCO3)cs1 (stereo unspecified)
    3, -5, 0.9, -1, -26, -10, -25, -112, x, x, -12
COCCn1cnnc1SCC(=O)Nc1cccc(S(=O)(=O)N(C)c2ccccc2)c1
    -1, -20, 1.0, 0, 17, -31, 0, 17, 6, 3, 13
O=C1c2ccccc2C(=O)N1C1(C(=O)NC2(C(=O)O)CCCC2)CCCC1
    2, -2, -2.0, 2, 5, 20, -13, 5, -8, x, -12
CC1=CC(=O)CC(C)(C)C1(O)/C=C/C(C)=C/C(=O)O (stereo unspecified)
    1, x, -0.3, 0, -17, 12, 8, 6, -4, 0, x
CCC(C)NCCOCCOc1ccccc1-c1ccccc1 (stereo unspecified)
    -5, 13, 0.6, 1, 44, 8, 15, 0, 0, -3, -5
CCC(Cc1ccccc1)NC(=O)C1CCN(S(=O)(=O)c2ccc3c(c2)CC(C)N3C(C)=O)CC1 (stereo unspecified)
    1, 8, -0.1, -3, 7, -10, 6, 11, x, 5, -4
Cc1nnc(-c2cnn(C)c2N)n1Cc1ccccc1F
    2, 16, 0.6, 2, 8, -16, 8, -14, 14, 1, -6
CC1(C)CC2CC(C)(CN2C(=S)Nc2ccccc2F)C1 (stereo unspecified)
    4, 8, -0.7, -12, 9, -6, 7, 9, -13, 3, 0
Cc1c(NC(=O)c2cc(S(=O)(=O)N3CCCCC3)ccc2Cl)c(=O)n(-c2ccccc2)n1C
    0, 10, 1.6, 11, 5, 11, -1, 8, 2, x, -7
N#Cc1ccccc1NC(=O)COC(=O)C1CCN(C(=O)c2ccc(Cl)cc2)CC1
    2, -10, 4.0, 7, 1, -4, -12, 17, 11, 0, -5
CCn1c(SCc2ccccc2)nc2c(c1=O)SCC2
    -5, 0, 1.1, -2, 19, -10, 21, 15, -4, -4, -4
CC(C)Cn1c(N)c(C(=O)COC(=O)c2cc(-c3ccccc3)nc3ccccc23)c(=O)n(C)c1=O
    -3, -3, 1.8, 9, 15, -4, 28, -15, 19, 5, -4
Cc1ccccc1C(CC(=O)c1cccs1)C(C#N)C#N (stereo unspecified)
    -4, 6, -4.4, -4, -20, -51, 98*, 60*, 38, 4, -5
CC(C)[C@H](NC(=O)C1CCC(CNC(=O)[C@@H]2CCCN2C(=O)OC(C)(C)C)CC1)C(=O)O (stereo partly specified)
    5, 11, -0.3, -2, -21, -25, -17, 20, 4, x, -18
Cc1cc2cc(CNC(=O)Nc3ccccc3)ccc2n1C
    -1, -4, 2.5, -4, 4, -51, -119, -152, -29, 0, -9
C[C@@]12CCC=C[C@H]1[C@H](c1ccc3ccccc3c1Br)N(Cc1ccccc1)C2=O
    -1, -2, -2.6, -12, 14, -2, 45, 26, 19, x, -5
COc1ccc(Nc2cccc3ccccc23)cc1
    -5, -2, -2.7, -26, -14, -43, -11, -115, -1, 3, -5
O=C(O)CCCn1c(O)c(C=C2N=c3ccccc3=N2)sc1=S
    -2, -5, 0.8, -4, 10, -20, 0, 23, 8, -2, -1
COCCNC(=O)C(c1ccc(O)cc1)N(Cc1ccco1)C(=O)CCC(=O)Nc1nccs1 (stereo unspecified)
    7, 2, 5.3, 13, 6, -20, 6, 17, -6, 2, -6
CCN1C(=O)c2cccc3c(S(=O)(=O)Nc4ccccc4OC)ccc1c23
    0, -3, 2.3, 7, 20, 27, -10, -19, -1, -1, -2
O=C(Nc1cc2c3c(c1)C1CCCC1CN3CC1CCCC21)c1ccc([N+](=O)[O-])cc1 (stereo unspecified)
    -4, -5, 0.0, 0, 89*, -31, 16, -6, 1, 3, -6
CC(C)CNC(=O)c1ccccc1NC(=O)/C=C/c1cccc([N+](=O)[O-])c1
    4, 3, 3.5, 2, 1, -2, 10, 16, 4, 0, -4
NC(=O)C1CCN(C(=O)C2c3ccccc3C(=O)N3CCc4ccccc4C23)CC1 (stereo unspecified)
    -1, -6, 2.7, 4, -21, 10, 1, -5, 22, 1, -8
CC(C)(C)c1nnc(NC(=O)c2ccc(Cl)nc2)s1
    -1, 11, -0.5, 3, -60, -49, -120, -147, -22, 2, 7
O=C(CC1SC(N2CCOCC2)=NC1=O)Nc1cccc(C(F)(F)F)c1 (stereo unspecified)
    -12, -6, 0.5, 5, -8, 16, 14, 4, 4, x, -6
COC(CNC(=O)[C@H](Cc1ccccc1)N1Cc2ccccc2C1=O)OC
    0, 4, -0.3, 4, 15, -18, -25, 5, 7, -3, -4
COc1cccc(CN2C(=O)c3ccccc3S2(=O)=O)c1
    -4, 3, -0.4, -2, 11, 9, 13, -7, 8, 0, -2
COc1cc(SC)ccc1C(=O)NCCc1c[nH]c2ccccc12
    -6, 1, 0.9, 4, -12, -51, -107, -162, 4, 0, -9
COC1=C/C(=C/c2c(N)n3cc(C)sc3nc2=O)C=CC1=O
    1, u, -2.6, 3, -27, -38, -66, -106, 11, 1, -3
CC1CCN(C(=O)c2[nH]cnc2C(=O)NCc2ccccc2)CC1
    4, 3, 0.5, 6, -15, -5, -2, 9, 3, 4, -5
COc1ccc(C2c3c(oc4ccc(Cl)cc4c3=O)C(=O)N2CCN2CCOCC2)cc1 (stereo unspecified)
    -6, 5, -0.7, 5, -32, -79, -39, -31, 0, -1, -6
CCCCCCSc1ccc(-c2nc3cnccn3c2NCCCC)cc1
    -1, -21, -1.6, -13, 13, -7, -12, -7, -2, x, -11
CCCCC[C@@H](C)N1C[C@H](COCc2ccccc2)Oc2cc(N3CCC[C@H]3CO)ccc2S1(=O)=O
    -1, x, 0.5, x, x, -9, x, -3, x, x, -9
O=C(Nc1ccc(NC(=O)c2ccccc2)nc1)c1ccncc1
    8, 4, 6.6, 3, -27, -36, -104, -138, -9, 5, -5
O=C(NC(=S)Nc1ccc(N2CCN(C(=O)c3ccccc3)CC2)cc1)c1cccs1
    -2, -7, 0.1, -6, 80, 1, 13, 7, 28, 2, -4
CCOc1ccc(C2C(C(=O)c3ccc(C)o3)=C(O)C(=O)N2Cc2cccnc2)cc1 (stereo unspecified)
    -2, -11, -0.2, 1, -5, 16, 0, -5, 5, 14, -2
CCN1C(=O)C(CC(=O)Nc2ccc(Br)cc2)N(CCCc2ccccc2)C1=S (stereo unspecified)
    -3, 0, -3.2, -38, 40, -19, 58*, -5, 10, 5, -5
Cc1cc(C)cc(OCC(=O)OCC(=O)NC2CC2)c1
    2, 3, 3.8, 0, 8, -31, 0, 6, 4, x, -5
O=C(OCc1ccccc1F)c1ccc2c(c1)-c1ccccc1C2=O
    5, -6, -0.3, 2, -90, -5, -334, -339, -87, 0, -9
O=C(CCn1c(=O)oc2ccc(Cl)cc21)N1CCN(Cc2ccccc2)CC1
    0, 8, -0.5, 6, 7, 0, 8, 14, -7, -4, -20
COc1ccc(NC(=O)Nc2cccc3c2O[C@H](CN(C)C(=O)Nc2ccccc2)[C@@H](C)CN([C@H](C)CO)C3=O)cc1
    -2, 2, -0.7, 3, 9, -6, -23, -38, -14, x, -7
CN(C)c1cc(Cl)c2nonc2c1N
    0, 0, -0.6, -1, x, -13, 20, 23, 30, 3, -3

New compounds follow:
The line under a structure holds: HTR2A ag, PDI inh, iPSC survival up, Cardio protect, Shn3 inh set2, NR2E3 ag-1, Peg3 promoter, HIF-2a block, TRPM1 prom inh, NR2E3 ag-2, CaV13 ICDI inh
O=C(/C=C/c1ccco1)N1CCN(c2ncccn2)CC1
    1, -2, 1.5, 2, -43, -30, -82, -95, -53, -2, -4
COc1cccc(C(=O)NCC(=O)N/N=C/c2cn[nH]c2-c2ccccc2)c1
    -3, 2, -0.9, 6, -31, -20, 15, 19, 17, 3, 1
COc1cc(Cn2c(=O)oc3ccc(C)cc32)ccc1OC(C)C
    0, -6, -0.3, -5, 16, -7, 10, -8, -2, 1, -5
CCC1CN(C(=O)N2CCC(C(=O)NCc3ccc(OC)cc3OC)CC2)c2ccccc2O1 (stereo unspecified)
    3, 6, 0.3, 1, 22, 17, 25, 6, 7, 1, -3
COc1ccc(CN2CCNC(=O)C2CC(=O)NCc2cc(C)n(C)n2)c(F)c1 (stereo unspecified)
    -3, 8, 0.4, -1, -4, -12, 14, 17, -14, 2, -3
COc1ccc(-c2nnc(SCc3c(C)noc3C)o2)cc1
    9, 7, 0.7, -10, -1, -14, -65, -103, -23, 10, -4
C#CC1(NC(=O)NC(C)C)CCCCC1
    1, -2, 0.4, -2, 13, -3, -5, 10, 1, 1, -4
O=C(OCn1nnc2ccccc2c1=O)c1ccc(Br)o1
    0, 0, 5.2, 5, 5, -10, 20, -20, 5, -1, -9
Cc1cccc2cc(CN(Cc3ccco3)C(=O)NC3CCCCC3)c(=O)[nH]c12
    -4, -3, -0.4, 6, 32, 2, 9, 25, -5, 3, -8
CCc1ccc(NC(=S)Nc2cccc(OC)c2)cc1
    0, 3, 1.8, -13, -26, -8, -165, -185, -21, 3, x

Source: PubChem
